Compound activity deposited in PubChem by several laboratories.
aSyn UTR inh = 5' untranslated region of α-synuclein, MLPCN primary screen; alpha-synuclein 5'UTR reporter, inhibitor activity; inhibition, % (tested at 7.5 µM); hit rate 0.82% among 300,000; in the data active = inhibition above about 60%; inconclusive = no clear call, values can overlap the other calls;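 note: H4 neuroglioblastoma cells stably carrying SNCA 5'UTR luciferase fusion; 0% = DMSO wells and 100% = positive control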
GSK3 alpha inh = human GSK-3 alpha kinase inhibition; hit rate 0.1% among 320,000; ADP-Glo luminescence, 60 min; P49840; inhibition, % at 10 µM;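 in the data active = inhibition above about 50%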;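 note: GST-tagged GSK-3 alpha with peptide substrate and 25 µM ATP; 0% = DMSO neutral wells and 100% = GW8510 positive control wells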
Target sequence (P49840 whole entry, looked up): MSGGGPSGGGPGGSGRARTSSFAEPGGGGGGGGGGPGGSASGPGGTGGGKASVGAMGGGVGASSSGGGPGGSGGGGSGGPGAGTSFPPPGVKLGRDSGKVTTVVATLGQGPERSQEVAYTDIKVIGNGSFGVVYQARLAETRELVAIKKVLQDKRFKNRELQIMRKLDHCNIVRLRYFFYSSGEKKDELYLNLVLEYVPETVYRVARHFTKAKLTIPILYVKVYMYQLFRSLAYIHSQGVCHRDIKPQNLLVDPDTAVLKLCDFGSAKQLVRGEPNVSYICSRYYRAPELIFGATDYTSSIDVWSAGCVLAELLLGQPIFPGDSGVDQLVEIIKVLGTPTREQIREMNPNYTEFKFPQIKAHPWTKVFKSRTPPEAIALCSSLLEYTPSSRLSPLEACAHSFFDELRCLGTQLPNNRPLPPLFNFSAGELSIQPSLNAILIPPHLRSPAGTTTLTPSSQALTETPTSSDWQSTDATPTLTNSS
GSK3B inh = human GSK3beta kinase inhibition. GST-GSK3beta kinase, ADP-Glo luminescence, 60 min; stronger effect = lower value. hit rate 0.038% among 300,000. P49841. activity score (negative = inhibition), % at 10 µM;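 active = more than half of replicate wells score below -50%, meaning over 50% inhibition versus plate controls; inconclusive = some replicates but at most half score below -50%; inactive = no replicate scores below -50%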;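 note: 0% = median DMSO wells and -100% = median GW8510 positive control wells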
Target sequence (P49841 whole entry, looked up): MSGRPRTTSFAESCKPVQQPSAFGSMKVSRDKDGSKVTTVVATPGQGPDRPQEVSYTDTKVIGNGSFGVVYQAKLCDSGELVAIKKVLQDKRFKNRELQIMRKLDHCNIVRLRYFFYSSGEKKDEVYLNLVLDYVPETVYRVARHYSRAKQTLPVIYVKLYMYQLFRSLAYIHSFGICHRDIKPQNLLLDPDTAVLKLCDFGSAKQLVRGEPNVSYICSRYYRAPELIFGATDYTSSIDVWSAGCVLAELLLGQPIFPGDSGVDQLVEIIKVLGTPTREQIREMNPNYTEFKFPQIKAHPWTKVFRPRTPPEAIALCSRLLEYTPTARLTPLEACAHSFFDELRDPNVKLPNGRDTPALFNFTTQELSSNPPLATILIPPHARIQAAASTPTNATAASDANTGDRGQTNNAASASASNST
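test system = GST-tagged human GSK3beta kinase, cell-free | reagent = 25 µM ATP with peptide substrate | dosing = one dose of 10 µM per compound | schedule = 60 min reaction, RT | detection = luminescent ADP-Glo measurement of ADP formed | control set = DMSO neutral wells and GW8510 at 20 µM as positive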
HSF1 inhib = HSF1 inhibition; NIH3T3-HGL HSE-luciferase, MG132-induced, luminescence 8 h; stronger effect = lower value; activity change, negative = inhibition, % at 7.5 µM (by protocol); hit rate 0.77% among 300,000;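 active = more than half of replicate wells show activity change below -50%, luminescence cut by over half; inconclusive = some wells, but at most half, below -50%; inactive = no replicate well below -50%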;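 note: luciferase reports HSF-1 transcriptional activity via heat shock element; 0% = median of DMSO wells and -100% = zero luminescence signal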
HSP90 inh = blocks HSP90-mediated luciferase refolding in reticulocyte lysate; Rabbit reticulocyte lysate, luciferase refolding luminescence, 3 h; inhibition, % at 5.6 µM; hit rate 0.91% among 290,000;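 active = inhibition above the screen-wide mean plus 3 SD, computed separately per campaign, cut at about 16% in these data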;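 note: 0% = DMSO wells and 100% = 60 µM geldanamycin wells; inhibitors lower the luminescence because luciferase stays unfolded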
IEC-6 tox = IEC-6 cytotoxicity, counter-screen for KLF5 inhibitors | luminescence viability | inhibition, % at 5 µM | hit rate 0.78% among 290,000 | AID 1825; in the data active = inhibition above about 22%;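 note: 0% = plate median of test compound wells and 100% = cytotoxic reference compound wells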
AI-2 QS mod = Vibrio harveyi AI-2 quorum sensing modulation; Vibrio harveyi JMH597 AI-2 luminescence/OD600 ratio, 9 h; stronger effect = lower value; strain lacks LuxN and CqsS sensors; 0 = neutral-control median; activity change, % at 7.5 µM; hit rate 0.4% among 300,000; AID 2094; in the data active = activity change below about -75%, passing the limit was not always enough; inconclusive = no clear call, values can overlap the other calls;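 note: luminescence divided by OD600 gain over 9 h not by final OD600 alone; inactives centre near 13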
KLF5 inh = inhibitors of KLF5 expression; hit rate 0.23% among 290,000; AID 1700; DLD-1 KLF5 promoter-luciferase reporter, luminescence; inhibition, % at 5 µM;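 active = inhibition above a per-plate limit of that plate's mean compound inhibition plus 3 SD, cut at about 60% in these data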;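 note: 0% = DMSO wells and 100% = LY294002 at 200 µM; higher means less KLF5 promoter-driven luciferase light; inactives centre near -14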
HSF1 activator = increases HSF-1 driven luciferase reporter signal; NIH3T3-HGL HSF-1 luciferase reporter, MG132, 8 h; 100% = twice DMSO control signal; activation, % at 9 µM; hit rate 1.7% among 300,000;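 active = mean replicate activation of at least 50% with a set share of replicates each reaching 50%; inconclusive = only one of those two conditions met; inactive = mean below 50% and too few replicates reaching it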;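 note: 0% = median of the neutral control wells and 100% = twice that signal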
HIF act = HIF pathway transcriptional activation. U2OS HRE-luciferase reporter, luminescence; normalized: DMSO 0%, desferrioxamine 100%. hit rate 0.32% among 300,000. activation, % at 7.5 µM (by protocol);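 active = mean activation of at least 10% of the iron chelator positive control signal, with at least half of replicates also reaching 10%; inconclusive = mean and replicate majority disagree about reaching 10%; inactive = mean and most replicates under 10%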
Starred values were filed as active, the others as inactive; ? = inconclusive; · = not tested or not shown.

| molecule | aSyn UTR inh | GSK3 alpha inh | GSK3B inh | HSF1 inhib | HSP90 inh | IEC-6 tox | AI-2 QS mod | KLF5 inh | HSF1 activator | HIF act |
| --- | --- | --- | --- | --- | --- | --- | --- | --- | --- | --- |
| CCOc1cc(/C=N/n2cnnc2)ccc1O | -4 | -1 | 1 | 9 | 1 | 1 | 6 | -23 | -2 | 1.4 |
| O=C1NC(=S)N/C1=C\c1cccnc1 | -10 | 2 | -3 | -21 | -2 | -2 | 18 | -14 | -19 | 1.6 |
| O=C(NCCS(=O)(=O)c1ccc(Br)cc1)c1ccc(Cl)cc1Cl | 6 | 2 | 0 | 0 | -5 | -10 | 22 | -9 | 5 | -0.5 |
| NC(=O)C1CCN(C(=O)COc2ccc3c4c(c(=O)oc3c2)CCCC4)CC1 | 2 | 0 | 1 | -1 | -4 | 4 | 35 | -5 | 8 | -0.1 |
| O=C1Nc2ccc(F)cc2C12Nc1ccccc1-c1nnc(SCc3ccccc3)nc1O2 (centres undefined) | -52 | -2 | -1 | 1 | -1 | 0 | 21 | -52 | 11 | 0.3 |
| COc1cc2[nH]c(=S)n(CCCN3CCOCC3)c(=O)c2cc1OC | 16 | 1 | -3 | 4 | 3 | 2 | 17 | -56 | 0 | -0.2 |
| CN(C(=O)c1ccc(Cl)c(S(=O)(=O)N2CCOCC2)c1)c1ccccc1C(=O)O | -6 | -3 | 1 | 0 | -3 | 2 | 17 | -1 | -5 | -0.2 |
| CCC(C)Sc1nc(C)nc2c1c(=O)n(C)c(=O)n2C (centres undefined) | 10 | 0 | -2 | 7 | -2 | 6 | 23 | -17 | 3 | -0.1 |
| Cc1ccccc1NC(=O)COc1cccc2c1CCNC2=O | -14 | 1 | 1 | 3 | · | · | 18 | · | -2 | 0.3 |
| CCc1ccc(NC(=O)c2ccc3ncsc3c2)cc1 | -155 | · | 0 | 19 | -5 | -6 | 10 | -149 | 46 | · |
| CCOC(=O)c1c(CN(CC)CC)n(C)c2cc(Br)c(O)cc12 | -50 | 0 | -8 | 4 | -4 | 0 | -5 | 1 | 3 | -0.1 |
| Cc1ccc(F)c([C@H]2[C@H]3C=CC[C@@H](C)[C@@H]3C(=O)N2Cc2ccccc2)c1 | 10 | 2 | 1 | 18 | · | · | 11 | · | 39 | -0.3 |
| CC(C)n1c(=O)[nH]c2ccccc21 | -5 | 0 | 1 | -7 | 0 | -3 | 3 | -15 | 3 | -0.1 |
| CCOC(=O)/C(C#N)=C/c1ccc(-c2ccsc2C(=O)OC)o1 | -117 | 1 | 4 | 4 | -6 | -2 | 8 | -28 | 21 | 1.0 |
| CC(c1ccccc1)C1CC(=O)N(CC(=O)O)C1=O (centres undefined) | 17 | -2 | 8 | 2 | 0 | 1 | 10 | -22 | 31 | 0.1 |
| O=c1[nH]c(CN2CCN(c3ccc(O)cc3)CC2)nc2scc(-c3ccc(Cl)cc3)c12 | 25 | -2 | 1 | -10 | -7 | 20 | 14 | -8 | -11 | 1.4 |
| CC(C)(C)c1cc(Cl)c(O)c(NC(=S)NC(=O)c2cccnc2)c1 | 80* | 2 | 0 | 43 | 0 | 7 | 41 | 40 | 39 | 0.6 |
| COCCNC(=O)c1csc2c1CCCC2 | -1 | -2 | 3 | 2 | 2 | 1 | -7 | -15 | 0 | -0.4 |
| CC1=[N+](C)N(c2ccccc2)C(=O)C1N=Cc1c(Cl)cccc1Cl (centres undefined) | 2 | 2 | 0 | 0 | -2 | -3 | 2 | -1 | -3 | -0.4 |
| CCCCN(CC)C(=O)c1cccc(Cl)c1 | 20 | 1 | -2 | -3 | 0 | -4 | 9 | -21 | -6 | -0.1 |
| CCOc1ccc(/C=N/NC(=O)c2cc(-c3cccn3C)n[nH]2)cc1 | -2 | 0 | 1 | -6 | 3 | 7 | 3 | -17 | 1 | 0.2 |
| CC(C)(C)OC(=O)NC(Cc1ccccc1)C(=O)O (centres undefined) | -18 | -1 | -2 | -5 | 1 | -3 | 10 | -16 | 2 | 0.1 |
| CCC(=O)Nc1ccc(C(=O)CSc2nc3ccc(C)cc3[nH]2)cc1 | -60 | 0 | 0 | -3 | -1 | 5 | 4 | -33 | -3 | 0.6 |
| CCOC(=O)Nc1ccc2c(c1)N(C(=O)N1CCN(C)CC1)c1ccccc1CC2 | -4 | -1 | 0 | 1 | -4 | 3 | 11 | -27 | 3 | 1.9 |
| Cc1ccc(C)c(NC(=S)N2CCC(c3nc4ccccc4s3)CC2)c1 | 24 | 0 | -4 | 0 | -3 | 3 | 24 | -15 | 3 | 0.0 |
| c1ccc(CCc2nc(-c3ccc(-n4cccc4)cc3)no2)cc1 | 13 | -2 | -5 | 10 | 3 | 4 | 5 | 0 | 20 | 0.3 |
| COc1ccc(-c2nc(N)n(C(=O)c3ccccc3Cl)n2)cc1 | -4 | -1 | 2 | -1 | 0 | 4 | 16 | -49 | -2 | 0.3 |
| Cc1ccc(N(CC(=O)NCc2ccncc2)S(C)(=O)=O)cc1Cl | -9 | 0 | 3 | 1 | 1 | -6 | 0 | -6 | 24 | -48 |
| Nc1cc(C(F)(F)F)ccc1Nc1ccccc1 | -31 | -5 | 4 | 9 | -4 | 7 | -26 | -39 | 15 | 0.9 |
| CCN(c1ccccc1)S(=O)(=O)c1ccc2[nH]cc(C(=O)NCCOC)c(=O)c2c1 | 6 | 4 | -1 | -3 | -1 | 0 | ? | 5 | 4 | -0.3 |
| O=C(Nc1cccc(-c2nnn(CC(=O)N3CCc4ccccc4C3)n2)c1)C1CCC1 | 17 | -3 | -2 | 2 | 3 | 0 | 35 | -14 | 3 | -0.1 |
| CCN/N=C(\Cc1nc2ccccc2[nH]1)c1ccccc1 | -138 | -1 | -1 | 1 | -1 | 7 | 20 | 1 | 10 | 1.3 |
| CO/N=C(\c1nonc1N)N1CCN(c2ccc([N+](=O)[O-])cc2Cl)CC1 | 15 | 0 | 1 | -3 | -2 | -3 | 14 | 4 | 3 | -0.2 |
| OCCOc1ccc(C2=NCCO2)cc1 | -72 | 0 | 2 | 9 | -1 | 1 | -3 | -31 | 23 | 0.0 |
| CC(=O)Nc1sc(C)c(C)c1CN1CCN(S(=O)(=O)c2ccccc2)CC1 | -8 | 0 | 2 | 0 | 0 | 4 | 8 | -19 | 4 | 0.0 |
| CCCNc1nc(OCC(F)(F)F)nc(OCC(F)(F)F)n1 | 13 | 1 | -4 | -3 | 2 | 1 | 14 | -2 | 7 | -0.6 |
| COc1ccc(OC)c2sc(NC(=O)CCSc3ccccc3)nc12 | 6 | -1 | -1 | 4 | -2 | -6 | 13 | -34 | 13 | 0.2 |
| CC(C)(C)C(=O)N1CCN(c2ccc(NC(=O)c3ccc([N+](=O)[O-])o3)cc2)CC1 | 29 | -1 | 0 | 1 | 5 | 101* | 11 | 47 | -5 | -6.7 |
| Nc1ccc(O)cc1 | 4 | 7 | 2 | 5 | · | · | 45 | · | 21 | -0.4 |
| COc1ccc(S(=O)(=O)Nc2ccc(-c3ccc4nncn4n3)cc2)c(OC)c1 | 22 | 2 | -1 | 7 | · | · | 15 | · | -15 | 0.3 |
| Cc1nc2nc[nH]n2c(=O)c1CCOC(=O)c1c(F)cccc1F | 4 | -3 | -3 | 3 | 1 | -4 | 11 | -20 | 10 | -0.3 |
| COc1cccc(/C=C/C(=O)c2c(O)cc(C)oc2=O)c1O | -111 | -1 | 4 | 13 | 5 | 2 | 13 | -24 | 11 | 2.7 |
| CCC(=O)NNc1nc2c(C)c(C)ccc2s1 | -51 | -1 | 2 | -8 | -4 | 0 | 9 | -36 | -18 | 0.4 |
| Cc1ccc2cc(CCNC(=O)c3ccc4c(c3)OCO4)c(=O)[nH]c2c1 | 5 | 1 | -3 | 2 | 0 | 0 | 25 | -16 | 2 | -0.3 |
| O=C(CS(=O)(=O)c1ccccc1)NCc1ccc(Cl)cc1 | -15 | -32 | -1 | 0 | -5 | -2 | 0 | -14 | 4 | 0.1 |
| Cc1ccc2c(COC(=O)C34CC5CC(CC(C5)C3)C4)cc(=O)oc2c1 | -152 | -1 | -25 | 12 | -1 | 0 | 28 | -14 | 26 | 1.6 |
| CN(C)CCNc1nc2c(c(=O)[nH]c(=O)n2C)n1CC(O)COc1ccc(Cl)cc1Cl (centres undefined) | -9 | 0 | -2 | 4 | 2 | 5 | 33 | -20 | 7 | 0.1 |
| Cc1ccc(S(=O)(=O)Nc2ccc(N3CCCCC3)cc2)cc1 | -5 | 1 | -4 | 7 | 1 | 10 | -25 | -1 | 9 | 0.3 |
| CC(=O)/C(=N\Nc1ccccc1Cl)Sc1nnc(-c2ccccc2)n1-c1ccccc1 | 12 | -3 | 2 | -3 | 0 | 8 | 30 | 5 | 4 | -0.1 |
| CC(C)CC(OC(=O)c1nsc(Cl)c1Cl)C(=O)NCc1cccs1 (centres undefined) | 16 | 0 | 1 | -4 | 3 | 0 | 3 | 1 | -8 | -0.4 |
| Cc1cc(C)nc(N/N=C/c2ccco2)n1 | -17 | -2 | 1 | 1 | 3 | 8 | 5 | -20 | -21 | 0.1 |
| Cc1c(-n2c(SCC(N)=O)nc3ccccc3c2=O)c(=O)n(-c2ccccc2)n1C | -8 | 1 | -1 | 0 | 0 | 6 | 35 | -12 | -7 | 0.2 |
| Cc1oc(-c2ccc3c(c2)OCCO3)cc1C(=O)NC(CCC(=O)O)C(=O)O (centres undefined) | -47 | -1 | -4 | -4 | 64* | 3 | 2 | -11 | -17 | 0.6 |
| CCN(CC)S(=O)(=O)c1ccc(Cl)c(NC(=O)COC(=O)c2cccn2C)c1 | -17 | 1 | 3 | -5 | 4 | 5 | 20 | -15 | 11 | 1.0 |
| O=C1c2cccc3cccc(c23)C(=O)N1CCCSc1ncn[nH]1 | 18 | 3 | 4 | -1 | -5 | -10 | 18 | -14 | 5 | -0.1 |
| COC(=O)c1cccc(C23CC4(C2)[C@H](CN(Cc2cccnc2)[C@@H]4c2ccccc2)C3c2ccc(C(F)(F)F)cc2)c1 (some centres undefined) | 18 | 2 | 2 | 0 | · | · | 28 | · | 1 | 0.1 |
| CCOC(=O)Cn1c(C(C)=O)nc2ccccc21 | 8 | -3 | 2 | 4 | 1 | -1 | 28 | 3 | 7 | 0.4 |
| C/C=C/c1ccc(OCC(O)CNCC(c2ccc(OC)cc2)N(C)C)c(OC)c1 (centres undefined) | 17 | 1 | 3 | -2 | -2 | -1 | 10 | -24 | -2 | 0.4 |

Random excerpt: 2 compounds from above, in no set order.
| molecule | aSyn UTR inh | GSK3 alpha inh | GSK3B inh | HSF1 inhib | HSP90 inh | IEC-6 tox | AI-2 QS mod | KLF5 inh | HSF1 activator | HIF act |
| --- | --- | --- | --- | --- | --- | --- | --- | --- | --- | --- |
| Cc1ccc2c(COC(=O)C34CC5CC(CC(C5)C3)C4)cc(=O)oc2c1 | -152 | -1 | -25 | 12 | -1 | 0 | 28 | -14 | 26 | 1.6 |
| CCOC(=O)Cn1c(C(C)=O)nc2ccccc21 | 8 | -3 | 2 | 4 | 1 | -1 | 28 | 3 | 7 | 0.4 |
